Screening results deposited in PubChem BioAssay by The Scripps Research Institute Molecular Screening Center.
Tn7 DDE FP: disrupts Tn7 cyclic peptide binding to fibrin D-Dimer-E complex | 370,000 compounds, 0.13% hits | inhibition, % at 8.3 µM | FP displacement of FITC-Tn7 peptide from fibrin DD(E); 0% = median of compound wells per plate;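 active means inhibition above the mean of compounds falling within the control limits plus 3 SD of them, cut at about 14% in these data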;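 further: 0% = plate median of compound wells and 100% = 10 µM Aha-Tn7 peptide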
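System: human fibrin DD(E); quantity: Fibrin-DD(E) at 2 µM final; also added: fluorescent Tn7 probe at 0.1 µM; compound dosing: single nominal test concentration of 8.3 µM per compound; schedule: 10 min preincubation, 3 h with tracer, room temperature; detection: fluorescence polarization of the labelled Tn7 tracer; repeats: one replicate per compound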
PRMT1 inh: blocks human protein arginine methyltransferase 1; inhibition, % at 2.79 µM; Q99873; 370,000 compounds, 1.3% hits; AID 652257; recombinant PRMT1, activity-based probe fluorescence polarization;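 active means inhibition above about 21% made by adding two undisclosed values, limit read from the data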
SIAE primary: human SIAE inhibition, primary screen. Q9HAT2. 370,000 compounds, 0.69% hits. inhibition, % at 9.66 µM. AID 1053197. SIAE FP-Rh probe binding, fluorescence polarization;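 active means inhibition above a cutoff: mean of compounds within the control limits plus 3 SD of those, cut at about 17% in these data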;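 further: 0% = plate median of compound wells and 100% = probe without SIAE protein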
Tn6 DDE FP: disrupts Tn6 cyclic peptide binding to fibrin D-Dimer-E complex. inhibition, % at 8.3 µM. P02675. AID 720509. 370,000 compounds, 0.21% hits. Fibrin DD(E) TRITC-Tn6 fluorescence polarization displacement;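 active means inhibition above a per-campaign cutoff: mean of compounds within control limits plus 3 SD, cut at about 15% in these data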;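 further: 0% = median of all compound wells on the plate and 100% = blocking peptide control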
LEDGF integ inh: blocks HIV-1 LEDGF/p75-dependent DNA integration; TR-FRET IN-LEDGF/p75 DNA integration, Eu/Cy5; 370,000 compounds, 0.64% hits; inhibition, % at 3.7 µM;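 active means inhibition above the screen-wide mean plus 3 SD, cut at about 13% in these data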;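 further: signal is the Cy5 over europium emission ratio at 671 and 618 nm; 0% = plate median of compound wells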
UHRF1 MBD2 ctr: blocks human UHRF1 binding to methylated DNA; UHRF1 binding to methylated oligo, TR-FRET; inhibition, % at 4.4 µM; 370,000 compounds, 0.75% hits; in the data active means inhibition above about 21%;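 further: UHRF1 SRA domain binding a hemimethylated CpG hairpin DNA probe; 0% = median of test compound wells and 100% = reference inhibitor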
TCR-CD3 inh: inhibitors of human TCR-CD3 interaction | TAMRA-labeled TCR probe fluorescence, biochemical | 360,000 compounds, 0.37% hits | AID 651800 | inhibition, % at 9.4 µM; in the data active means inhibition above about 19%;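 further: recombinant mutant TCR 2C K166C tagged with TAMRA read by polarization; 0% = receptor in buffer alone and 100% = receptor with positive control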
TDP2 inh: blocks human TDP2 phosphodiesterase activity | O95551 | recombinant TDP2, T5PNP hydrolysis, p-nitrophenol absorbance 415 nm | inhibition, % at 12.8 µM | 370,000 compounds, 0.34% hits | AID 720702;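 active means inhibition above the mean of all tested compounds plus 3 SD, set per campaign, cut at about 25% in these data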;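 further: 0% = DMSO with enzyme and 100% = buffer with substrate but no TDP2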
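Test system: Human TDP2 enzyme | Reagent: 5 mM T5PNP | Compound dosing: 12.8 µM single point, 1% DMSO | Incubation: Enzyme reaction with compound for 2 h at 37 °C | Technique: p-Nitrophenol epi absorbance | Read-out: % inhibition relative to enzyme-containing and enzyme-free wells | Benchmarks: High control without enzyme, low control DMSO plus TDP2 | Replicates: Singlicate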
proKLK7 act: activators of human kallikrein-7 zymogen. P49862. purified proKLK7, EDANS-DABCYL substrate fluorescence; 100% is mature enzyme control, 0% vehicle. activation, % at 7 µM. 370,000 compounds, 0.9% hits;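 active means activation above the mean of all tested compounds plus 3 SD, computed per campaign excluding outliers beyond control limits, cut at about 13% in these data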
Target sequence (P49862 whole entry, looked up): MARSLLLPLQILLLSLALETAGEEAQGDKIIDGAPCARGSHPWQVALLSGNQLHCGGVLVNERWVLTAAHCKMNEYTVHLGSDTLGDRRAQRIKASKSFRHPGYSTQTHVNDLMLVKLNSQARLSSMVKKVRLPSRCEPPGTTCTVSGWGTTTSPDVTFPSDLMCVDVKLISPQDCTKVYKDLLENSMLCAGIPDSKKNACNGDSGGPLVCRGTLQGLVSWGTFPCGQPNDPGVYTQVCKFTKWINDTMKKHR
MBD2 DNA inh: MBD2-methylated oligo binding inhibition. Q9UBB5. TR-FRET, MBD2 binding to methylated oligonucleotide. inhibition, % at 4.4 µM. 370,000 compounds, 0.31% hits. AID 686964; in the data active means inhibition above about 13%
Target sequence (Q9UBB5 whole entry, looked up): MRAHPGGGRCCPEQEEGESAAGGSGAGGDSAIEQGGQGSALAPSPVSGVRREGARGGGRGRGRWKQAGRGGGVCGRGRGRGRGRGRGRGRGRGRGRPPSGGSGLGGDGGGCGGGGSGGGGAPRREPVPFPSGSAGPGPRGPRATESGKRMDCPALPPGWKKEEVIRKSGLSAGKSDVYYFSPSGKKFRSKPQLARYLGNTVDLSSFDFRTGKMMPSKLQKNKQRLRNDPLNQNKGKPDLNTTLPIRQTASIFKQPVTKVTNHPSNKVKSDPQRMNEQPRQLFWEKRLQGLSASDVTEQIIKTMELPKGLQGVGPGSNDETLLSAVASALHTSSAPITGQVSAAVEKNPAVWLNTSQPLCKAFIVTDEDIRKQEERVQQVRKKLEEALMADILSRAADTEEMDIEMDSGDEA
Numbers without * were called inactive; / = no result given; & = joins results of further samples.

mol	Tn7 DDE FP	PRMT1 inh	SIAE primary	Tn6 DDE FP	LEDGF integ inh	UHRF1 MBD2 ctr	TCR-CD3 inh	TDP2 inh	proKLK7 act	MBD2 DNA inh
CCOc1ccc(NC(=O)CN(C)C(=O)CCCc2c[nH]c3ccccc23)cc1OCC	-4	0	8	0	-2	-2	0	-8	0.2	3
COc1ccc(C2CC(c3ccccc3)=NN2c2ccc(S(N)(=O)=O)cc2)cc1OC (stereo unspecified)	-1	-3	1	0	-4	0	0	11	-391	0
COc1ccc(NC2=CC(=O)N(C)C2=O)cc1	3	0	5	1	0	-1	2	-3	-28	-1
COc1ccc(C(=O)NCc2nnc(SCC(=O)c3ccccc3)o2)cc1	-3	-6	2	-2	0	-1	1	6	0.1	-5
CCC(C(=O)OCC(=O)Nc1cccc(OC)c1)c1ccccc1 (stereo unspecified)	-4	1	4	0	2	11	8	-3	0.1	-1
NC(=O)CC(NC(=O)Cc1cccc2ccccc12)c1ccc(N2CCCCCC2)c([N+](=O)[O-])c1 (stereo unspecified)	-9	-1	-9	-1	-11	2	7	-19	-0.2	0
CC1=CC(C)(C)Nc2ccccc21	-3&-3	4&2	4&6	2&-1	2&-3	-1&1	-3&-3	-13&12	-0.2&0.6	1&6
CC(C)[C@H]1Cn2nncc2Cn2c3ccccc3c(=O)n21	3	1	-1	1	-3	-1	/	-2	0.3	-2
CC1(C(=O)Nc2cnc3ccccc3c2)CCN1C(=O)C/C=C/c1ccccc1 (stereo unspecified)	-3	-2	2	2	-3	1	-6	-7	0.5	2
O=C(Nc1ccc(OC(=O)c2cccs2)cc1)c1ccco1	1	1	-10	1	1	24*	2	10	0.3	10
CC(C)C[C@H]1CNC(=O)C(=O)N1C[C@H]1CCCN1C[C@H](CC(C)C)N1C[C@H](Cc2ccccc2)N(CCc2ccccc2)C(=O)C1=O	0	-3	-1	0	1	2	-8	-6	0.2	1
CSc1ccccc1NC(=O)CN1CCN(c2ccccn2)CC1	8	-3	-4	0	-1	2	-1	6	-0.2	1
CC(=O)Nc1nc(-c2ccc3c(c2)CCN3S(C)(=O)=O)cs1	0	2	1	-8	4	1	2	11	-0.2	-1
CNC(=O)C1CC(=O)N(c2ccc(OCC(=O)NCc3ccccc3)cc2)C1 (stereo unspecified)	-4	-3	4	4	7	-2	1	0	-0.4	-4
Cc1ccc(-n2cc(CCCCCCCCC(=O)O)nn2)cc1	-2	-1	13	-2	0	2	-3	11	-0.1	1
CCOc1ccc(S(=O)(=O)N2CCN(C(=O)C3CSC4(C)CCC(=O)N34)CC2)cc1 (stereo unspecified)	6	2	3	-2	1	2	4	-5	0.0	-2
O=C(c1ccc(F)cc1)N1CCN(c2ccc([N+](=O)[O-])c(N3CCCCC3)c2)CC1	-1	0	4	-5	3	-1	4	-4	0.5	-9
COC(=O)[C@]12C[C@H](CC(=O)NCCCCc3ccccc3)C(=O)N(CCC3=CCCCC3)C1=C[C@H](C1CCCC1)O[C@@H]2C	2	3	2	1	0	1	/	2	-0.1	-3
Cc1noc(C)c1CSc1ccc2ccccc2n1	6	0	3	-9	2	1	1	1	0.0	2
O=C(CN1C(=O)NC2(CCc3ccccc32)C1=O)c1ccc(F)cc1 (stereo unspecified)	-9	-3	3	-5	1	-4	-2	2	-0.2	-3
CCN(CC)Cc1c(O)ccc2c(=O)c(Oc3ccccc3OC)c(C)oc12	2	-7	-3	-1	-1	2	1	-8	89*	-1
COc1ccc(-n2c(O)c(C=Nc3ccccc3)c3ccccc3c2=O)cc1	-4	-4	-4	1	2	7	2	-15	-0.2	-6
CCOC(=O)CN/C=C(\C#N)c1ccccc1	-2	0	0	-1	-1	4	-3	0	0.5	3
Cc1nn(C)c(C(=O)Nc2ccc(Cn3cccn3)cc2)c1[N+](=O)[O-]	-9	-1	-5	-2	-2	0	5	4	-0.1	-2
COc1ccc(C(=O)/C=C/C(=O)N(CC(=O)NC2CCCCC2)CC2CCCO2)c(O)c1 (stereo unspecified)	-2	34*	-4	4	3	0	6	1	0.6	3
CC1CC(C)CN(C(=O)Cn2c(=O)n(CCCC(=O)NCc3ccco3)c(=O)c3sccc32)C1 (stereo unspecified)	6	-1	8	-6	1	0	-4	9	0.0	2
Cc1ccc(-c2noc(-c3ccccc3C(=O)N3CCCC3)n2)cc1	-7	-1	6	-7	0	-2	3	-5	0.2	-4
COc1cccc(COC(=O)Nc2ccccc2F)c1	5	-9	3	-1	4	-3	3	2	-0.1	-6
O=c1[nH]c(-c2ccco2)nc2sc3c(c12)CCCC3	3	5	6	0	-2	7	6	1	0.6	0
CCCN(CC(=O)Nc1ccccc1C)C(=O)c1ccc(NC2CC2)c([N+](=O)[O-])c1	7	-1	-4	-3	0	-5	11	12	0.3	-4
CC(C)[C@H](NC(=O)c1nn(Cc2ccccc2)c(=O)c2ccccc12)C(=O)O	1	-2	-1	-6	7	6	-4	-3	-0.6	2
CC(C)(C)NC(=O)NC(=O)CN1CCN(c2cccc(Cl)c2)CC1	-1	1	2	-4	0	0	-5	8	-0.7	-8
COc1cccc(C2CC(c3ccc(Br)cc3)=NN2C(=O)c2ccncc2)c1OC (stereo unspecified)	4	2	-4	1	-7	0	1	-1	0.6	1
COc1ccc2nc(-c3ccccc3)[nH]c(=O)c2c1	0	2	3	0	1	-1	-3	5	0.7	2
O=C(OCCCCN1C(=O)c2ccccc2C1=O)c1ccc(Br)o1	0	-2	2	-4	3	-2	1	-3	0.3	-1
COc1cc(NC(c2ccccc2)c2ccccc2)cc(OC)c1OC	1	5	8	4	2	2	1	-15	-0.5	-7
O=C(CN1CCN(Cc2ccc(Cl)cc2)CC1)N/N=C/C=C/c1ccccc1[N+](=O)[O-]	2	1	-2	2	-3	2	-6	-11	0.4	7
Cc1ccc(NC(=O)C(C)N2C(=O)c3ccccc3C2=O)c(C)c1 (stereo unspecified)	3	-4	2	0	2	-5	5	-13	-0.7	-2
COc1ccc(NC(=O)Cn2nnc(C(=O)NCc3ccco3)c2N)cc1	1	2	-3	11	1	0	3	4	0.0	-5
COc1cc(-c2nnc(SCC(=O)N3C(C)CCCC3C)o2)cc(OC)c1OC (stereo unspecified)	1	-5	4	-4	6	0	/	7	0.2	-4
COC(=O)C1=C(C(=O)OC)[C@@H]2Nc3ccccc3[C@@]23C[C@@H](C(=O)OC)N(C(=O)c2cc(C)oc2C)C3=N1	-2	0	1	-2	-2	-2	-6	5	-0.2	4
O=C(NCc1cccnc1)Nc1cccc(Cl)c1	2	-3	0	-5	-3	-6	2	12	-0.3	4
O=C(CN(CC1CCCO1)C(=O)CNS(=O)(=O)c1ccc(F)cc1)NCCc1ccccc1 (stereo unspecified)	3	2	10	3	-3	0	7	-12	0.7	-3
Cc1nc2sccn2c1-c1csc(NCc2ccccc2)n1	-2	-1	-1	0	-4	-4	5	5	0.7	-6
c1ccc(Cn2nnc(-c3ccccc3)n2)cc1	1	-1	-4	-6	2	1	-6	6	-0.7	0
O=C(CSc1ncnc2c1nnn2-c1ccc(F)cc1)NCc1ccco1	5	-1	-3	-2	2	-5	2	10	-0.2	-3
CCN(CC)C(=O)C1CCN(S(=O)(=O)c2ccc(C3CNC(=O)C3)cc2)CC1 (stereo unspecified)	5	9	-8	-7	0	-2	-5	-8	-0.4	4
Cc1cccc(NC(=O)c2ccccc2NC(=O)c2ccccc2)n1	1	0	-5	2	1	-1	5	8	0.6	3
COC1=CC(=O)OC(c2ccc(C(F)(F)F)cc2)C1 (stereo unspecified)	9	3	3	16*	0	-1	-7	5	-0.4	3
COc1ccc2nc(C)[nH]c(=O)c2c1	-2	-2	1	-5	0	-1	1	10	0.2	2
Cc1ccc(C)c(S(=O)(=O)N2CCN(C(=O)c3ccccc3Cc3ccccc3)CC2)c1	-3	3	-1	-2	0	2	-3	13	0.1	5
Cc1ccc2nc(SC(C)C(=O)N3CCOCC3)[nH]c2c1 (stereo unspecified)	-1	7	1	-5	-8	2	-4	-4	0.2	-5
COc1ccc2oc(C(=O)OCC(=O)Nc3ccc(C)c(S(=O)(=O)N4CCOCC4)c3)c(C)c2c1	-1	-1	-5	-1	1	1	-2	-6	-3.4	0
